Assay outcomes deposited in PubChem BioAssay by National Center for Advancing Translational Sciences (NCATS).
APEX1 inh: qHTS Assay for Inhibitors of the Human Apurinic/apyrimidinic Endonuclease 1 (APE1); recombinant APE1, TAMRA/BHQ-2 abasic DNA cleavage fluorescence; 350,000 tested, 0.35% active; Potency, µM (series often up to 65.8 µM), for the others: top-dose activity change, negative = inhibition, usual class: inhibitors; DNA repair nuclease/redox regulator APEX1 (Homo sapiens), P27695; AID 2517, 2012;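 further: potency means the concentration at half of the fitted maximal effect; plate controls were vehicle for no effect and reference inhibitor for full effect; nearly all actives have a fitted effect of over 55% in size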
Target sequence (P27695 whole entry, looked up): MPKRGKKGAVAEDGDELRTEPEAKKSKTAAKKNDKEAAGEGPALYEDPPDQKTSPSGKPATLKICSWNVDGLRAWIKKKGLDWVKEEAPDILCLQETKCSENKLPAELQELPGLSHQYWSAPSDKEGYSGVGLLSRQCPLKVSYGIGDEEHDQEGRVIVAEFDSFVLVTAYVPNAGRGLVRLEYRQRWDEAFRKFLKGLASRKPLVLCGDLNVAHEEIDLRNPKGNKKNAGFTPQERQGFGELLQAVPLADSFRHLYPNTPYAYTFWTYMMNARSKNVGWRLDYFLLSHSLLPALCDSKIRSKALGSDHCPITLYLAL
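Compound pre-exposure to 0.75 nM APE1, 15 min at ambient temperature. Reaction initiated with 50 nM TAMRA/BHQ-2 THF substrate, read immediately in kinetic mode, 525 nm excitation, 598 nm emission.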
RXFP1 antag: qHTS Assay for Antagonists of the Relaxin Receptor RXFP1; activity change, negative = inhibition, % at 57.5 µM; Relaxin receptor 1 (Homo sapiens), Q9HBX9; 350,000 tested, 0.59% active; HEK293-RXFP1, relaxin-stimulated cAMP HTRF, 30 min; active compounds read low;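 active means activity change of -60% or lower, but not beyond a set lower limit; inconclusive means change between -60% and -40%, or beyond the set limit; inactive means change above -40%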; further: on the % scale 0 is the no-effect control and ±100 the full control effect
Target sequence (Q9HBX9 whole entry, looked up): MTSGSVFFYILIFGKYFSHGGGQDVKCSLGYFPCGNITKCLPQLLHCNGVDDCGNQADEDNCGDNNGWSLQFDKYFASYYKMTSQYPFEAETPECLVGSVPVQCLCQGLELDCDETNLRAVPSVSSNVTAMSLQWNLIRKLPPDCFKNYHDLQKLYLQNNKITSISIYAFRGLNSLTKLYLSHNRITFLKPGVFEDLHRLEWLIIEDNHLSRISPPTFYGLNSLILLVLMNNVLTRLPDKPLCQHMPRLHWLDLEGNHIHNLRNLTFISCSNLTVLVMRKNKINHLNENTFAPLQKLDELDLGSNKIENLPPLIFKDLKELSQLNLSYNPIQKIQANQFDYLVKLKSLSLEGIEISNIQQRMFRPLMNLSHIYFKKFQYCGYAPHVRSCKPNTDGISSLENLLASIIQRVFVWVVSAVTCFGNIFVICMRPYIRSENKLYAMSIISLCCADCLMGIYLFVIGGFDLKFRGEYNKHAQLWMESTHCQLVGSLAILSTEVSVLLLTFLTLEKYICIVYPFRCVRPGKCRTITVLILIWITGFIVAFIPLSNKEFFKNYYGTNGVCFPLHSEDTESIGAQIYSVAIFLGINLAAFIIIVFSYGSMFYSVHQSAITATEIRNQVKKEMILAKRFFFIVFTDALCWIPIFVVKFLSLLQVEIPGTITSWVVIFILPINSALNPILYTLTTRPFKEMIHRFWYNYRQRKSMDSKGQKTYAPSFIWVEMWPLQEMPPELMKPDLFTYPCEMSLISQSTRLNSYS
Pol kappa inh: qHTS for Inhibitors of Polymerase Kappa; purified Pol kappa, fluorescent DNA synthesis assay, 10 min; 400,000 tested, 0.53% active; DNA polymerase kappa (Homo sapiens), Q9UBT6; Potency, µM (titrated, usually from 107 µM), inactives show at the top dose activity, negative = inhibition, most hits filed as inhibitors; further: potency means the concentration at half of the fitted maximal effect; on the % scale 0 is the no-effect control and ±100 the full control effect
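Pol kappa 10 nM + cpd, 15 min RT; start w/ substrate 50 nM final; fluorescence kinetic read, 0 and 10 min. Neg ctrl: buffer, no enzyme.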
Pol iota inh: qHTS for Inhibitors of Polymerase Iota; AID 588590, 2011; 390,000 tested, 1% active; DNA polymerase iota (Homo sapiens), Q9UNA4; Pol iota fluorescent replication assay, 10 min; Potency, µM (top dose mostly 115 µM), for the others: top-dose activity, negative = inhibition, most hits filed as inhibitors; further: potency means the concentration at half of the fitted maximal effect
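Pol iota at 10 nM preincubated 15 min with compounds at room temperature; reaction started with fluorescent substrate, 50 nM final. Fluorescence read kinetically at 0 and 10 min; buffer-only wells as negative control.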
BLM helicase inh: qHTS Assay for Inhibitors of Bloom's syndrome helicase (BLM) | 350,000 tested, 0.2% active | RecQ-like DNA helicase BLM (Homo sapiens), P54132 | Potency, µM (highest dose often 56.1 µM), for the others: top-dose activity change, negative = inhibition, most hits filed as inhibitors | recombinant BLM DNA unwinding, fluorescence dequenching;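 further: potency means the concentration at half of the fitted maximal effect; plate controls were vehicle for no effect and no enzyme for full effect; nearly all actives have a fitted effect of over 35% in size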
Anesthetic bind: qHTS Assay for Identification of Novel General Anesthetics | Potency, µM (doses to about 77.5 µM), inactives show at the highest dose activity change, negative = displacement, usual class: inhibitors | apoferritin/1-aminoanthracene competitive binding, fluorescence | 350,000 tested, 0.074% active | AID 485281, 2010; further: potency means the concentration at half of the fitted maximal effect; on the % scale 0 is the no-effect control and ±100 the full control effect; nearly all actives have a fitted effect of over 20% in size
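Probe: 1-aminoanthracene (50% saturated, PBS). Protein: horse-spleen apoferritin, 10 uM. Incubation: 10 min, room temperature. Detection: 380 nm excitation, 535 nm emission. Analysis: normalized response, four-parameter Hill.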
PGK inhibitor: qHTS Assay to Find Inhibitors of Phosphoglycerate Kinase. Phosphoglycerate kinase, glycosomal (Trypanosoma brucei brucei), P07378. PGK/GAPDH coupled, Kinase-Glo luminescence, 60 min. Potency, µM (highest dose often 57.5 µM), for the others: at the top dose activity change, negative = inhibition, hits mostly inhibitors. 380,000 tested, 0.043% active. AID 602233, 2012; further: potency means the concentration at half of the fitted maximal effect; on the % scale 0 is the no-effect control and ±100 the full control effect; nearly all actives have a fitted effect of over 60% in size
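Recombinant glycosomal PGK reaction used 1,3-bisphosphoglycerate generated in-well by GAPDH (100nM final) in 100mM TEA pH 7.6, 5mM MgCl2, 0.01% Tween-20. After 60 minutes at room temperature, ATP was read by Kinase-Glo Plus luminescence end-point.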
Pol beta inh: qHTS Assay for Inhibitors of DNA Polymerase Beta | Potency, µM (doses to about 114 µM), for inactives: at the top dose activity change, negative = inhibition, usual class: inhibitors | AID 485314, 2010 | P06746 | 340,000 tested, 1.3% active | Pol beta primer extension/strand displacement, fluorescence kinetic; further: potency means the concentration at half of the fitted maximal effect; on the % scale 0 is the no-effect control and ±100 the full control effect
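Human Pol beta at 10 nM; strand-displacement substrate 50 nM final. Compound exposure 15 min at room temperature before start, reaction 10 min at room temperature.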
POLH inh: qHTS for Inhibitors of Polymerase Eta. recombinant Pol eta, fluorescent DNA replication assay. Potency, µM (titrated, usually from 114 µM), for inactives: top-dose activity change, negative = inhibition, hits mostly inhibitors. 390,000 tested, 1.2% active. AID 588591, 2011; further: potency means the concentration at half of the fitted maximal effect; on the % scale 0 is the no-effect control and ±100 the full control effect
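Pol eta at 10 nM preincubated with compounds 15 min at room temperature; reaction started with fluorescent substrate (50 nM final) and read kinetically at 0 and 10 min.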
Numbers without * were called inactive; i = inactive; u = inconclusive; x = not tested or not shown; [ ] = another dose, or the depositor's remark. Unless noted, the call rests on the fitted dose curve; in most records, active means well fitted curve in the direction sought with a large enough effect; inconclusive means small, poorly fitted or top-dose-only effect, or another doubt; inactive means no such curve, though single readings can be large; an effect the other way counts as inactive or inconclusive.

Assay codes: A = APEX1 inh; B = RXFP1 antag; C = Pol kappa inh; D = Pol iota inh; E = BLM helicase inh; F = Anesthetic bind; G = PGK inhibitor; H = Pol beta inh; I = POLH inh
> O=C(CSc1ccccn1)N1CCCC(Nc2ccc(F)c(F)c2)C1 (stereo not drawn)
  A: 55% | B: -6 | C: -10% | D: 4% | E: -14% | F: -14% | G: -3% | H: 0% | I: -13%

> CCC(C)c1ccc(-n2c(=O)c3ccccc3n3c(=S)[nH]nc23)cc1 (stereo not drawn)
  A: 28% | B: u | C: 0% | D: 2% | E: -6% | F: 3% | G: -4% | H: 27% | I: 3%

> Cc1ccc(CNC(=O)c2cnc(N3CCCC3)nc2C)cc1
  A: x | B: -1 | C: -1%[60.1 µM] | D: 27% | E: 0% | F: -2% | G: x | H: -1% | I: x

> CCCN1CCN(C(=O)c2cc(COc3ccc(F)c(F)c3)on2)CC1
  A: 11% | B: 28 | C: -2% | D: 34%[activator] | E: -1% | F: 1% | G: -3% | H: 16% | I: -16%

> N#Cc1c(C(F)(F)F)cc(-c2cccs2)nc1SCC(=O)Nc1cccc(C(F)(F)F)c1
  A: x | B: x | C: -24% | D: 6% | E: -2% | F: 105%[activator] | G: 0% | H: 2% | I: -13%

> Cc1c(Cl)c(C(F)(F)F)nn1CC(=O)NN
  A: -1% | B: 1 | C: -3% | D: 24% | E: -7% | F: -20% | G: -1% | H: 1% | I: -18%

> O=C(CCN1CCCCO1)N1CCCC(N2CCN(c3ccc(F)cc3)CC2)C1 (stereo not drawn)
  A: 88%[activator] | B: 18 | C: 13% | D: 29% | E: 1% | F: -6% | G: i | H: 10% | I: -8%

> CC(=O)c1ccc2c(c1)OCCOCCOc1ccccc1OCCOCCO2
  A: 9% | B: -15 | C: -2% | D: u | E: 1% | F: -11% | G: -7% | H: 3% | I: -5%

> CCN(Cc1ccccc1)S(=O)(=O)c1ccc(C(=O)Nc2nnc(-c3ccccc3OC)o2)cc1
  A: -6% | B: 0 | C: -8% | D: u | E: -4% | F: -3% | G: 2% | H: -1% | I: -4%

> COc1ccc(CCNC(=O)c2ccc(NS(=O)(=O)c3c(C)noc3C)cc2)cc1OC
  A: -5% | B: 6 | C: -4% | D: 12% | E: -1% | F: -9% | G: i | H: 18% | I: 2%

> COCc1cc(C)n(CC(=O)NC(C)c2ccccc2)c(=O)c1C#N (stereo not drawn)
  A: -2% | B: -4 | C: -18% | D: 9% | E: -1% | F: -2% | G: -3% | H: -1% | I: 6%

> O=C(NCC(=O)N(Cc1ccccc1)C(C(=O)NC1CCCC1)c1ccco1)c1ccco1 (stereo not drawn)
  A: -4% | B: 6 | C: 2% | D: 13% | E: -1% | F: -6% | G: 1% | H: -14% | I: -6%

> COc1ccc(Cn2nnnc2CN2CCC(O)(c3ccc(F)cc3)CC2)cc1
  A: 2% | B: -11 | C: -5% | D: 50%[activator] | E: -8% | F: -15% | G: -2% | H: 18% | I: -11%

> Cc1cc(C(F)F)n2nc(C(=O)Nc3cc(Cl)ccc3C)nc2n1
  A: x | B: x | C: -11% | D: -1% | E: -4% | F: -6% | G: 9% | H: -11% | I: -23%

> Cc1ccc(-c2cc(-c3coc4ccccc4c3=O)c3c(n2)-c2ccccc2OC3)cc1
  A: x | B: x | C: -8% | D: -7% | E: -7% | F: -6% | G: -8% | H: -13% | I: -15%

> C(=N\N1CCN(Cc2ccccc2)CC1)/c1cccs1
  A: 0% | B: 5 | C: -16% | D: 6% | E: -6% | F: -8% | G: 11% | H: 4% | I: -12%

> C#CC[N+](C)(C)CC#Cc1ccccc1
  A: 3% | B: 3 | C: -5% | D: 43%[activator] | E: 5% | F: -7% | G: i | H: 7% | I: -1%

> Cc1ccccc1-n1c(=O)n(Cc2ccco2)c(=O)c2[nH]cnc21
  A: 41%[activator] | B: 3 | C: -5%[60.1 µM] | D: 2% | E: 1% | F: -1% | G: i | H: -23% | I: -9%

> COc1cc(NC(=O)c2ccc([N+](=O)[O-])o2)ccc1NC(=O)c1ccco1
  A: -4% | B: -8 | C: 1% | D: -3% | E: -16% | F: -9% | G: -3% | H: 0.35µM* | I: 4%

> CCc1sc(-c2c(C#N)c(N)nc3c2CCCCCC3)cc1[N+](=O)[O-]
  A: -2% | B: -5 | C: 0% | D: 31%[activator] | E: -6% | F: u | G: -1% | H: 13% | I: 0%

> O=C(O)CSc1nc(-c2ccccc2)c(-c2ccccc2)[nH]1
  A: -1% | B: 7 | C: -20% | D: -1% | E: -5% | F: -10% | G: 1% | H: 62% | I: -17%

> Cc1cc(C)n2nc(C(=O)OCC(=O)N(CC(C)C)CC(C)C)nc2n1
  A: -2% | B: 6 | C: -14% | D: 124%[activator] | E: -1% | F: -4% | G: -10% | H: 0% | I: u

> COc1ccccc1C=NN1CCCCCC1
  A: x | B: 2 | C: -5% | D: 14% | E: x | F: x | G: -3% | H: x | I: -10%

> Cc1ccccc1S(=O)(=O)N1CCN(C)CC1
  A: 33% | B: 7 | C: -9% | D: 55%[activator] | E: -2% | F: 0% | G: i | H: 28% | I: 2%

> CCC(=O)N1CCc2cc(Br)cc(S(=O)(=O)N3CCCC(C(=O)NCc4ccccc4)C3)c21 (stereo not drawn)
  A: x | B: x | C: -12% | D: 79µM* | E: -5% | F: 89%[activator] | G: -6% | H: 3% | I: -7%

> CCOC(=O)C1CCCN(S(=O)(=O)c2ccc3c(c2)CCCN3C(C)=O)C1 (stereo not drawn)
  A: x | B: -11 | C: -7%[60.1 µM] | D: 9% | E: -2% | F: -2% | G: 0% | H: 42% | I: -8%

> CCOC(=O)c1nnn(-c2nonc2N)c1CN(C)C1CCCCC1
  A: -2% | B: -11 | C: -12% | D: -8% | E: -3% | F: -19% | G: -5% | H: -10% | I: -25%

> O=C(CN1C(=O)c2ccccc2S1(=O)=O)Nc1ccc([N+](=O)[O-])cc1
  A: 21% | B: 2 | C: -9% | D: 0% | E: x | F: x | G: 0% | H: x | I: -16%

> CC1=CC(C)C2C(=O)N(c3ccccc3)C(=O)C2C1 (stereo not drawn)
  A: 0% | B: 10 | C: -9% | D: 4% | E: -1% | F: u | G: x | H: 19% | I: -8%

> CCOc1ccc(C(=O)Nc2nnc(SCc3cc(=O)n4ccccc4n3)s2)cc1
  A: x | B: 0 | C: -6%[60.1 µM] | D: -7% | E: -7% | F: -11% | G: 0% | H: 21% | I: 13%

2 of the compounds above, comma-delimited:
Compound,APEX1 inh,RXFP1 antag,Pol kappa inh,Pol iota inh,BLM helicase inh,Anesthetic bind,PGK inhibitor,Pol beta inh,POLH inh
CCOC(=O)c1nnn(-c2nonc2N)c1CN(C)C1CCCCC1,-2%,-11,-12%,-8%,-3%,-19%,-5%,-10%,-25%
Cc1ccccc1S(=O)(=O)N1CCN(C)CC1,33%,7,-9%,55%[activator],-2%,0%,i,28%,2%

(continued)
Assay codes: A = APEX1 inh; B = RXFP1 antag; C = Pol kappa inh; D = Pol iota inh; E = BLM helicase inh; F = Anesthetic bind; G = PGK inhibitor; H = Pol beta inh; I = POLH inh
> CCOC(=O)C(C(=O)Nc1ccccn1)C1CCCCC1 (stereo not drawn)
  A: 9% | B: -8 | C: 5% | D: 27% | E: -6% | F: 12% | G: -8% | H: -15% | I: -5%

> CCCCN1CCc2[nH]c(=S)[nH]c(=O)c2C1
  A: 4% | B: x | C: -19% | D: 4% | E: -2% | F: 34%[activator] | G: 2% | H: -3% | I: -9%

> C[C@@H]1CN([C@H](C)CO)C(=O)c2cccc(NC(=O)c3ccncc3)c2O[C@@H]1CN(C)Cc1ccc(C(=O)O)cc1
  A: 5% | B: x | C: -22% | D: 2% | E: x | F: x | G: 8% | H: x | I: -10%

> Cc1cc(=O)oc2cc(OCC(=O)Nc3nnc(CC(C)C)s3)ccc12
  A: -1% | B: 10 | C: -14% | D: 5% | E: 0% | F: -16% | G: -6% | H: 9% | I: 14%

> CCC(CC)C(=O)Nc1cc(C)cc(C)c1
  A: -4% | B: 2 | C: -17% | D: u | E: -1% | F: u | G: -4% | H: 30% | I: -6%

> COc1ccc(C2CC(=O)c3cc(-c4nc(-c5cccc([N+](=O)[O-])c5)cs4)c(=O)n(-c4cccc(C)c4)c3C2)cc1 (stereo not drawn)
  A: x | B: -1 | C: -9% | D: 7% | E: -7% | F: -13% | G: -1% | H: 1% | I: 4%

> CCCn1nc(C(=O)Nc2cccc(C(=O)OC)c2)c2ccccc2c1=O
  A: -6% | B: 12 | C: -9% | D: 16% | E: -5% | F: u | G: 0% | H: 6% | I: -16%

> Cc1ccc(-c2nnn(CC(=O)N(CCO)C(C(=O)NC3CCCCC3)c3ccncc3)n2)o1 (stereo not drawn)
  A: 6% | B: 7 | C: -4% | D: 69%[activator] | E: -3% | F: -5% | G: 3% | H: -19% | I: 12%

> CC[C@]12c3[nH]c4ccc(OC)cc4c3CCN1C(=O)C(CC(=O)NC/C=C(\C)CCC=C(C)C)C[C@@H]2C(=O)N1CCN(C(=O)c2ccco2)CC1 (stereo partly drawn)
  A: -27% | B: x | C: -15% | D: 7% | E: x | F: x | G: 6% | H: x | I: -13%

> COc1cccc(-n2c(SCC(=O)Nc3nccs3)nnc2-c2ccoc2C)c1
  A: 4% | B: 8 | C: 1% | D: -1% | E: 4% | F: -21% | G: 3% | H: 4% | I: 4%

> CS(=O)(=O)N1CCN(C/C=C/c2ccccc2)CC1
  A: -9% | B: 2 | C: -1% | D: 12% | E: -4% | F: -4% | G: -3% | H: 0% | I: 9%

The list is partial (hit frequency here may not be typical).
